# Hsp70 inhibitors = Hsp70 inhibitors, probe displacement, primary screen, biochemical, fluorescence polarization (AID 583). Hsp70 fluorescence polarization probe displacement, mP; higher % means a stronger effect. displacement, % at 20 µM, or IC50 in µM where a hit was titrated. 140,000 compounds, 0.06% hits; in the data active = displacement above about 50%;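 also: plate controls were vehicle for no effect and reference ligand for full effect; a part of the inactive calls stands beside numbers as strong as those of hits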
# Rat MKP-3 inhibitors = inhibition of rat DUSP6 enzyme activity – biochemical, in vitro, primary screen (AID 425). recombinant MKP-3 phosphatase activity, fluorescence; higher % means a stronger effect. one-dose inhibition, % at 20 µM; IC50 in µM for titrated hits. 110,000 compounds, 0.17% hits; in the data active = inhibition above about 50%;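 also: plate controls were vehicle for no effect and reference inhibitor for full effect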
# * hit, by the source's call; . = not tested or not shown; & = joins results of further samples. Only part of the results is shown (hit frequency here may not be typical).
# The first two records, to show the layout:
no.	mol	Hsp70 inhibitors	Rat MKP-3 inhibitors
1	Cc1c(C2N3CC4(C)CN2CC(C)(C3)C4=O)c2ccccc2n1C (centres undefined)	-2.4%&5.9%	1%&-2%
2	CC(C)c1ccc(/C=N/n2nnnc2Nc2ccccc2)cc1	5.8%	.

# This part in full (from the top)
no.	mol	Hsp70 inhibitors	Rat MKP-3 inhibitors
1	Cc1c(C2N3CC4(C)CN2CC(C)(C3)C4=O)c2ccccc2n1C (centres undefined)	-2.4%&5.9%	1%&-2%
2	CC(C)c1ccc(/C=N/n2nnnc2Nc2ccccc2)cc1	5.8%	.
3	Cc1nnc(NC(=O)C(C)Sc2nncn2C)s1 (centres undefined)	5.0%	-8%
4	Cn1c(SCc2nc(-c3ccc(Cl)cc3)no2)nnc1-c1ccco1	-1.5%	-6%
5	CCCN(CCO)Cc1cccc(Br)c1	4.6%	0%
6	O=c1cc(-c2ccc(Cl)c(Cl)c2)[nH][nH]1	8.1%	-2%
7	Cc1cc(C)c2c(n1)nn1c(N3CCN(c4cccc(Cl)c4)CC3)cc(C)nc21	-13%	38%
8	CC1(C)CC(=O)C2=C(C1)OC(N)=C(C#N)C2C1C=CCCC1 (centres undefined)	3.7%	-3%
9	O=C(NCc1ccco1)c1cccc2c1C(=O)N(C1CCCCC1)C2	2.3%	-1%
10	CCC1CC2(C)NC(=O)c3c(sc4c3CC(C)(C)OC4)N2C1=O (centres undefined)	-1.1%	-8%

# Following part
no.	mol	Hsp70 inhibitors	Rat MKP-3 inhibitors
11	COc1ccc(CN2C(=O)c3cccnc3C2Nc2cc(Cl)c(OC)cc2OC)cc1 (centres undefined)	0.5%	13%
12	O=C(N(c1cccc(C(F)(F)F)c1)C1C=CS(=O)(=O)C1)C(F)(F)F (centres undefined)	2.5%	-1%
13	O=C1C2CC=CCC2C(=O)N1c1ncn[nH]1 (centres undefined)	5.2%	.
14	CCCN(CCC(=O)Nc1ccccc1F)CC1CC1	1.4%	-13%
15	CCCc1nnc(SCC(=O)N2CCCCC2C)n1CC (centres undefined)	2.6%	.
16	C=CCn1c(SCn2nnc3ccccc3c2=O)nnc1C1CCCCC1	4.7%	-1%
17	Cc1ccc(N(C(=O)c2ccc(S(=O)(=O)N3CCOCC3)cc2)C2C=CS(=O)(=O)C2)cc1 (centres undefined)	-2.8%	4%
18	CCOC(=O)C1=C(N)OC2=C(C(=O)CC(C)(C)C2)C1c1cccc(Br)c1 (centres undefined)	-0.6%	-2%
19	CC1=C(C(=O)Nc2ccc(Cl)cc2)C(c2ccccc2F)NC(=S)N1 (centres undefined)	-2.8%	4%
20	Nc1ccc(Br)c2c1C(=O)c1ccccc1C2=O	9.7%	.

# Single records (already shown). Order of values: Hsp70 inhibitors	Rat MKP-3 inhibitors
# Shown for `CCOC(=O)C1=C(N)OC2=C(C(=O)CC(C)(C)C2)C1c1cccc(Br)c1` (centres undefined) = -0.6%	-2%
# Shown for `Cc1cc(C)c2c(n1)nn1c(N3CCN(c4cccc(Cl)c4)CC3)cc(C)nc21` = -13%	38%
# Shown for `CCCN(CCC(=O)Nc1ccccc1F)CC1CC1` = 1.4%	-13%
# Shown for `CCCN(CCO)Cc1cccc(Br)c1` = 4.6%	0%
# Shown for `CCCc1nnc(SCC(=O)N2CCCCC2C)n1CC` (centres undefined) = 2.6%	.

# (further entries)
no.	mol	Hsp70 inhibitors	Rat MKP-3 inhibitors
21	Cc1cccc(N2CCN(C(=S)c3ccc(OCc4ccccc4)cc3)CC2)c1	-4.3%	-4%
22	CC(=O)Nc1cc2c(cc1C(=O)c1ccc(C)cc1)OCCO2	-0.4%	-4%
23	CC(C)(c1ccccc1)c1ccc(OCCn2cnc3ccccc3c2=O)cc1	-1.4%	.
24	O=C(O)COc1cccc2nsnc12	-1.5%	-2%
25	CC1(C)NC(=O)N(CCCCOc2ccc3c(c2)CCC3)C1=O	5.4%	-10%
26	Cc1occc1-c1nnc(SCC(=O)NCc2ccco2)n1CC(C)C	1.4%	-1%
27	CCCCn1cnc2sc(-c3ccccc3)cc2c1=O	4.0%	.
28	CCc1ccc(NC(=O)COc2ccc(C)cc2)cc1	-3.2%	-8%
29	N#CCCNCC1(c2ccccc2)CCCC1	0.5%	-11%
30	Oc1c(/C=C2/C=Nc3ccccc32)sc(=S)n1Cc1ccccc1	-1.3%	0%

# Next part:
no.	mol	Hsp70 inhibitors	Rat MKP-3 inhibitors
31	O=C(NCc1ccncc1)Nc1ccc(Cl)cc1Cl	6.1%	.
32	COc1ccc(-n2nnnc2SCC(=O)N2C(C)CCCC2C)c(OC)c1 (centres undefined)	-3.5%	-2%
33	COc1cc(S(=O)(=O)N2CCOCC2)ccc1NC(=O)COC(=O)C12CC3CC(CC(C3)C1)C2	6.1%	4%
34	O=C(NCC(c1cccs1)N1CCOCC1)c1ccc(Br)o1 (centres undefined)	-0.9%	.
35	O=[N+]([O-])c1ccc(CNC2CCCc3ccccc32)cc1 (centres undefined)	0.7%	0%
36	COc1ccc(NC(=O)COc2ccccc2OC)c(OC)c1	5.5%	2%
37	O=C(NC1=NCCS1)c1csc2ccccc12	-1.9%	2%
38	Cc1cc(OCCCCCCN2CCCC2)cc(C)c1Cl	1.6%	0%
39	O=C1c2cccc3ccc(Cl)c(c23)C(=O)N1Oc1ccc([N+](=O)[O-])cc1[N+](=O)[O-]	1.6%	0%
40	CCOc1ccc(S(=O)(=O)N(CC(=O)NCc2ccco2)c2ccc(C)cc2)cc1	0.3%	0%

# Part of the list above in another layout.
(33) COc1cc(S(=O)(=O)N2CCOCC2)ccc1NC(=O)COC(=O)C12CC3CC(CC(C3)C1)C2
  Hsp70 inhibitors: 6.1% | Rat MKP-3 inhibitors: 4%
(34) O=C(NCC(c1cccs1)N1CCOCC1)c1ccc(Br)o1 (centres undefined)
  Hsp70 inhibitors: -0.9% | Rat MKP-3 inhibitors: .
(35) O=[N+]([O-])c1ccc(CNC2CCCc3ccccc32)cc1 (centres undefined)
  Hsp70 inhibitors: 0.7% | Rat MKP-3 inhibitors: 0%
(36) COc1ccc(NC(=O)COc2ccccc2OC)c(OC)c1
  Hsp70 inhibitors: 5.5% | Rat MKP-3 inhibitors: 2%

# The list continues.
no.	mol	Hsp70 inhibitors	Rat MKP-3 inhibitors
41	N/C(=N\O)C1COc2ccccc2O1 (centres undefined)	-4.2%	-13%
42	O=C(COc1ccccc1Cl)Nn1cnnc1	1.0%&-1.4%	-13%&3%
43	Cc1cc(NC(=O)c2cc(C3CC3)on2)n(-c2ccccc2)n1	-0.7%	2%
44	COc1cccc2cc(C(=O)Nc3ccccc3C(=O)O)c(=O)oc12	-1.6%	5%
45	O=C(Nc1ccc(-c2nc3ccccc3o2)cc1)c1cc(-n2cnnc2)ccc1Cl	-1.5%	.
46	CN(C(=O)c1cccs1)c1ccccc1C(=O)O	-3.8%&0.9%	-4%&-4%
47	COc1ccc(C2/C(=C(/O)c3ccc(C)cc3)C(=O)C(=O)N2C)cc1 (centres undefined)	-0.8%	-15%
48	COc1ccc(CN2CCN(Cc3c[nH]c4ccccc34)CC2)cc1	-5.8%	6%
49	O=C(CSc1ccc2nnc(-c3cccnc3)n2n1)N1CCOCC1	.	2%
50	COc1cccc2[nH]c3c(N4CCN(Cc5ccc6c(c5)OCO6)CC4)ncnc3c12	-3.6%	-4%

# More results follow.
no.	mol	Hsp70 inhibitors	Rat MKP-3 inhibitors
51	Cc1nnc(SC(=O)Cn2c3ccccc3c3ccccc32)s1	2.5%	3%
52	Nc1ccc2oc(-c3cccc4ccccc34)nc2c1	4.9%	-2%
53	O=C(CC(c1ccccc1)c1ccccc1)Nc1ccc2c(c1)OCO2	-1.0%	3%
54	CCCc1cc(C(=O)NCc2ccc(OC)cc2)no1	-2.8%	-9%
55	Cc1ccc(-n2c(=O)c(C#N)cc3c(=O)n4cccc(C)c4nc32)cc1	-3.2%	.
56	CCc1ccccc1N1CC(C(=O)O)CC1=O (centres undefined)	-1.9%	-2%
57	O=C(Nc1ccc(N2C(=O)C3C4C=CC(C4)C3C2=O)cc1)Nc1nncs1 (centres undefined)	-1.5%	-1%
58	O=C(Nc1ccc(N2CCOCC2)cc1)c1ccc(-c2ccccc2[N+](=O)[O-])o1	2.4%	-2%
59	Cc1ccc(C(=O)Nc2ncc(Cc3ccc(F)cc3)s2)o1	-5.4%	-3%
60	O=[N+]([O-])c1ccc(Cl)c(N2CCCC2)c1	-10%	4%

# (listing goes on)
no.	mol	Hsp70 inhibitors	Rat MKP-3 inhibitors
61	Cc1n[nH]c(C)c1S(=O)(=O)N1CCN(c2ccccn2)CC1	-1.3%	-6%
62	COC(=O)C1=CN(CCc2ccccc2)C=C(C(=O)OC)C1c1ccc(OC)c(OC)c1	-0.2%	0%
63	CC1CCc2cc(F)ccc2N1C(=O)COc1ccc(Cl)cc1 (centres undefined)	3.9%	5%
64	O=C(CCC(=O)Nc1ccccc1)N/N=C/c1cccnc1	-4.2%	2%
65	COc1cc(C(O)C[N+](=O)[O-])ccc1OCc1ccccc1 (centres undefined)	1.2%	-2%
66	COC(=O)c1c(NC(=O)c2nc3ccccc3s2)sc2c1CCN(C(C)=O)C2	-4.5%	-8%
67	O=C(Nc1nc(CC23CC4CC(CC(C4)C2)C3)cs1)c1ccc(F)cc1	3.1%	3%
